High-throughput results (PubChem BioAssay)
ROC1-CUL1 inh – inhibitors of human ROC1-CUL1 ubiquitin ligase activity. in vitro K48 di-Ub FRET, acceptor:donor ratio, 45 min. P62877+Q13616. actives 0.6% (n = 140,000). inhibition, % at 10 µM; in the data active = inhibition above about 25%
Target sequence (P62877 whole entry, looked up): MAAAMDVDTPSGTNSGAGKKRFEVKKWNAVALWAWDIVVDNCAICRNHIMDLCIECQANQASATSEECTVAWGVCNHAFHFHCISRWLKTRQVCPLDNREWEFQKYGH
Target sequence (Q13616 whole entry, looked up): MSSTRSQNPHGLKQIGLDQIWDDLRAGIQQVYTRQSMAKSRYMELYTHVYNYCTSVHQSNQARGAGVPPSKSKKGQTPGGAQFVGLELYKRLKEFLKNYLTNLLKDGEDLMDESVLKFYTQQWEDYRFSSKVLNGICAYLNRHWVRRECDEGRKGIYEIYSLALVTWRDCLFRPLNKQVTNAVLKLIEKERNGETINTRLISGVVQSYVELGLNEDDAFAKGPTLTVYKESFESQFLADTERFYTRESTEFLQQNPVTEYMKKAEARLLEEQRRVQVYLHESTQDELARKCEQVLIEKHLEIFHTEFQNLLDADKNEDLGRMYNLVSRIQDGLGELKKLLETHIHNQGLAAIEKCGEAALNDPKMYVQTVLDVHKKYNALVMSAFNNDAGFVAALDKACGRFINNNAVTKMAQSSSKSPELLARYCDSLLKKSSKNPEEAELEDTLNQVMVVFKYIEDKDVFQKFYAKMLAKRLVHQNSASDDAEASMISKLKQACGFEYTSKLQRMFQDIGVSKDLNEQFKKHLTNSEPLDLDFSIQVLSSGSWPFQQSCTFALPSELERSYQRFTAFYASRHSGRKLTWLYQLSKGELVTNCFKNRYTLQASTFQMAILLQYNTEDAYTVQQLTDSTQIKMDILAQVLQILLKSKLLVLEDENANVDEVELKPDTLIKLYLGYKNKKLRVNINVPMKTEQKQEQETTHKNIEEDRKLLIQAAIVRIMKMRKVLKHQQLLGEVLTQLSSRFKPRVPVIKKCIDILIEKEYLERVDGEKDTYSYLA
Active calls of the source: *. These rows are one share of the data; count on the stated rates, not on these rows.

SMILES | ROC1-CUL1 inh
CC(CC(=O)c1cccc(N)c1)C(=O)O (configuration not stated) | 3
CCOc1cc(C2C3=C(CCCC3=O)OC(=N)C2C#N)c(Br)cc1OCc1ccccc1 (configuration not stated) | 2
C=CCn1c(=N)n(CC(=O)O)c2ccccc21 | -4
COc1ccc(CNS(=O)(=O)c2ccc(-c3cc(C(F)(F)F)on3)s2)cc1OC | 2
Cc1ccc(-c2cc(C(=O)NC(C)C34CC5CC(CC(C5)C3)C4)c3ccccc3n2)o1 (configuration not stated) | 0
COc1cccc(C2c3c(n[nH]c3-c3ccccc3F)OC(=N)C2C#N)c1 (configuration not stated) | 9
Cc1cccc(OCCSc2nc3ccccc3n2CC(=O)N2CCCCC2)c1C | 2
c1cnc(N2CCC(C3CCN(C4CCSCC4)C3)CC2)nc1 (configuration not stated) | -8
CN(C)Cc1ccc(Cl)cc1Sc1cc(Cl)ccc1Cl | 1
Cc1ccc(NC(=O)Cn2c(=O)n(-c3ccccc3)c(=O)c3c4c(sc32)CCCC4)cc1 | -1
COC(=O)c1c(-c2cccs2)csc1NC(=O)c1ccc(Cl)cc1 | -1
CCC1(CCC(=O)N(C)Cc2ccc(Oc3ccccc3)cc2)CCC(=O)N1 (configuration not stated) | 6
CCOc1ccc(-n2c(SCC(=O)Nc3cc(C)ccc3C)nc3c([nH]c4ccccc43)c2=O)cc1 | 3
Cc1nnc(N/N=C/c2ccc(-c3cccc([N+](=O)[O-])c3)o2)[nH]c1=O | 12
c1ccc2cc3c(cc2c1)nc1sc2nc4ccccc4nc2n13 | 11
CCCCC(=O)N/N=C/c1ccc(N2CCOCC2)c([N+](=O)[O-])c1 | 2
Cc1ccn(S(=O)(=O)c2ccc(Cl)c3ccccc23)n1 | 1
COCCN1CCN(Cc2cn[nH]c2-c2cc3ccccc3o2)CC1 | -7
COc1cccc(-n2c(=O)c3c4c(sc3n(Cc3ccc(F)cc3Cl)c2=O)CCCC4)c1 | -5
NC(=O)CN1C(=O)CCN(c2ccccc2)C1=O | -1
COc1ccc(-c2nnc(SCC(=O)Nc3ccccc3C)o2)cc1OC | 12
Cn1c(=O)c2c(-c3ccccc3Cl)n(-c3cc(Cl)ccc3O)cc2n(C)c1=O | -1
COc1ccc(CNCc2ccc(C(=O)O)s2)cc1 | -5
COC(=O)[C@]1(C)C[C@H](C(=O)NCc2cc(C)on2)[C@H](c2ccccc2C)N1C | -8
COc1cc(OC)c(NC(=O)Cn2ncn3c(cc4cc(C)ccc43)c2=O)cc1Cl | -4

Fetched by structure from above:
SMILES | ROC1-CUL1 inh
CN(C)Cc1ccc(Cl)cc1Sc1cc(Cl)ccc1Cl | 1
CCC1(CCC(=O)N(C)Cc2ccc(Oc3ccccc3)cc2)CCC(=O)N1 (configuration not stated) | 6

(cont.)
SMILES | ROC1-CUL1 inh
CC1=NOC(=O)/C1=C/c1ccc(OCc2ccc(Br)cc2)cc1 | 4
Cc1ccc(C)c(NC(=O)N2CCN(C(=O)c3nsc4ccccc34)CC2)c1 | -6
Cc1cc2[nH]c3cc(C)[n+](N)c(C)c3c2cc1C | 6
Cc1cccc(C2Nc3ccccc3-c3nnc(SCc4ccccc4F)nc3O2)n1 (configuration not stated) | -2
COc1ccc(CNCC2CCNCC2)cc1 | 4
COc1ccc(CN2C[C@@H]3C[C@@H](c4ccc(OC)cc4)N4CCC[C@@]34C2=O)cc1 | 8
CCOC(=O)c1cnc2ccc(OCC)cc2c1N1CCN(c2ccccc2F)CC1 | -2
O=C(CSc1nccn1Cc1ccccc1)NCc1ccco1 | 8
CCOc1ccccc1-c1nn2c(-c3ccncc3)nnc2s1 | -1
Cc1ccc(CNS(=O)(=O)Cc2ccc(C)cc2)cc1 | 3
Cc1ccc(-n2nc(C)c3c(C)cc(=O)n(CC(=O)NC(C)C)c32)cc1 | -7
COc1cccc(C2CC(=O)N(c3ccc(F)cc3)C3=C2C(=O)OC3)c1OC (configuration not stated) | -7
Cc1cc(C)n(C(=O)/C=C/c2ccc(Cl)cc2)n1 | -8
CCOC(=O)c1c(NC(=O)CSc2nnc(C)n2-c2ccccc2)sc(C)c1C | -9
Cc1ccc2nc3c(cc(C(=O)NCc4ccccc4)c(=N)n3C3CCCC3)c(=O)n2c1 | 3
CCCCCCc1cc(C2C(c3ccccc3)=NN=CN2O)c(O)cc1O (configuration not stated) | 23
CN1CCN(C2=Cc3cc(Cl)ccc3Sc3cc(F)ccc32)CC1 | -10
N#C/C(=C/C=C/c1ccccc1)C(N)=S | -1
CCOc1ccc(N(Cc2cc3cc(C)ccc3[nH]c2=O)C(=O)c2cccc(Cl)c2)cc1 | 0
COCc1ccc(C(=O)N2CCCC(CCc3ccccc3)C2)o1 (configuration not stated) | 8
COc1ccccc1Nc1cc(C(=O)NCc2cccs2)c2ccccc2n1 | 3
CCN(CC)CC(=O)NN1CC(=O)N(c2ccc(C)cc2)CC1=O | 6
Cc1ccc(-n2c(SCC(=O)c3ccccc3)nc3sc4c(c3c2=O)CCC(C(C)(C)C)C4)cc1 (configuration not stated) | -4
O=C(Nc1ncccc1O)C12CC3CC(CC(C3)C1)C2 | 6
COc1ccc(Cn2ccc3nc(C)c(C(=O)N4CCN(c5ccc(F)cc5)CC4)cc3c2=O)cc1 | -5

(cont.)
SMILES | ROC1-CUL1 inh
CCCN1CCN(CCNC(=O)Nc2cc(Cl)c(OC)cc2OC)CC1 | 8
CCC1CN(C(=O)N2CCC(C(=O)NCc3cccs3)CC2)c2cc(C)ccc2O1 (configuration not stated) | 2
Cc1ccc(Sc2ccc(/C=C3/SC(=O)N(C(C)C)C3=O)o2)cc1 | -8
COC1=CCCSC1=Nc1ccccc1 | 30*
O=C(NCCOc1ccccc1)c1ccccc1NS(=O)(=O)c1ccc(F)cc1 | -5
CCOc1ccc(N/N=C(/C#N)C(N)=O)cc1 | -2
COc1cc(C(=O)Nc2ccccc2C(C)C)cc(OC)c1OC | -3
O=C(c1ccncc1)N1CCc2onc(-c3ccc(C(F)(F)F)cc3)c2C1 | 13
COc1cc(/C=C2/C(=O)NN(c3ccc(C)cc3)C2=O)cc(Cl)c1OC | 8
Cc1cc(C)cc(NC(=O)CCCc2nnc3n(CC(C)C)c(=O)c4sccc4n23)c1 | -3
COc1ccc(OC)c(NC(=O)Cc2c(OC)ccc3cc(Br)ccc23)c1 | -10
O=C(c1csc2ccccc12)N1CCN(Cc2cccc(F)c2)CC1 | -6
CC1=NN(c2ccc(Br)cc2)C(=O)/C1=C\C1C(=O)NC(=O)N(c2ccc(Cl)cc2)C1=O (configuration not stated) | -7
CCOc1cc(C2c3c(-c4ccccc4O)n[nH]c3C(=O)N2CCc2ccccc2)ccc1O (configuration not stated) | 5
CC(C)C(NC(=O)C12CC3(C)CC(C)(CC(C)(C3)C1)C2)C(=O)Nc1ccc(F)cc1F (configuration not stated) | 5
CC(C)(C)C1CCc2c(sc3c2C(=O)NC(c2c[nH]c4ccccc24)N3)C1 (configuration not stated) | 3
CCn1cc(C(=O)Nc2ccc(Br)cc2C)cn1 | 4
COc1cc(NC(=S)N2CCC(Cc3ccccc3)CC2)cc(OC)c1 | 5
CCOC(=O)C1CCCN(CC2OC(CO)=CC(=O)C2=O)C1 (configuration not stated) | 2
C=CCO/N=C(\C)C1C(=O)C(C)=C(c2ccccc2)N(c2ccccc2)C1=O (configuration not stated) | -3
O=[N+]([O-])c1ccc(Sc2ccccc2O)c([N+](=O)[O-])c1 | -5
O=C(N/N=C/c1ccc[nH]1)c1cc2ccccc2cc1O | -4
Cc1ccc(N=Cc2cc3c(cc2O)OC(=N)C(C#N)C3c2cccc(I)c2)cc1 (configuration not stated) | 1
CC1(C)C2CCC1(CS(=O)(=O)N1CCN(c3cccc(C(F)(F)F)c3)CC1)C(=O)C2 (configuration not stated) | -3
COc1ccc(NC(=O)c2cc(S(=O)(=O)N3CCCCCC3)cn2C)c(OC)c1 | -7

(list continues)
SMILES | ROC1-CUL1 inh
COc1ccccc1N1CCN(c2nc3c(S(=O)(=O)c4ccc(C)c(C)c4)nnn3c3ccc(Cl)cc23)CC1 | -3
C=CCOc1cccc(C2C(C(=O)c3ccc(OCCC)cc3)C(=O)C(=O)N2Cc2ccncc2)c1 (configuration not stated) | 2
Cc1ccc(C(=O)Nc2ccc(I)cc2C(=O)NCc2cccnc2)cc1 | 2
CCCC1C2CC(C)CC=C2C(C#N)C(=N)C1(C#N)C#N (configuration not stated) | 4
CCOC(=O)c1nc2nc(-c3cccs3)cc(C(F)(F)F)n2n1 | -1
CCc1cccc(CC)c1NC(=O)CN1C(=O)C(=O)c2ccccc21 | 1
Cc1cc(OC(C)C(=O)Nc2sc3c(c2C(N)=O)CCCC3)ccc1Cl (configuration not stated) | 0
CN(C(=O)CCS(=O)(=O)c1cc2c(cc1Cl)NC(=O)CO2)C1CCCCC1 | -4
Cc1cccc(C(=O)NCc2nnc(SCC(=O)Nc3ccc(Cl)cc3Cl)n2C)c1 | 0
CCc1cccc(CC)c1NC(=O)c1ccccc1NC(=O)CCC(=O)O | -4
COC(=O)c1cc(OC)c(OC)cc1NC(=O)c1ccc2c(c1)CCN2S(C)(=O)=O | 2
COc1ccccc1CN1CCCC(CN(CCN(C)C)C(=O)c2ccco2)C1 (configuration not stated) | -5
COc1ccc(C(=O)N(Cc2cc(OC)c(OC)c(OC)c2)c2ccccn2)cc1 | 1
COC(=O)c1cc2oc3ccccc3c2n1Cc1cc(C)ccc1C | 7
CCCC(Oc1ccc(Cl)cc1)C(=O)N/N=C/c1cc(Br)ccc1O (configuration not stated) | 4
Cn1cnnc1SCC(=O)Nc1ccc2c(c1)CCC2 | 8
COc1ccc(NC(=O)CN2C(=O)CCc3cc(S(=O)(=O)N4CCOCC4)ccc32)c(OC)c1 | -2
CCC(CC)C(=O)Nc1ccccc1C(=O)OC | 3
CCOC(=O)CNC(=O)c1cccs1 | 0
COC(=O)c1ccc(C(=O)OC)c(NC(=O)c2ccoc2C)c1 | -7
CCCNC(=O)c1cc(S(=O)(=O)N2CCCC2)ccc1Cl | 6
CCOC(=O)C1=C(C)N(Cc2ccccc2)C(=O)C1CC(=O)O (configuration not stated) | -4
N#C/C(=C\c1nn(CCO)c(N)c1C#N)c1ccco1 | 1
CCOc1ccc(Br)cc1S(=O)(=O)N1CCCN(S(=O)(=O)c2cc(Br)ccc2OCC)CC1 | 4
c1cc(CN2CCCC(Nc3ccc4c(c3)OCCO4)C2)ccn1 (configuration not stated) | 1

As a working copy, part of the list above.
SMILES | ROC1-CUL1 inh
Cc1ccc(C(=O)Nc2ccc(I)cc2C(=O)NCc2cccnc2)cc1 | 2
CCCC1C2CC(C)CC=C2C(C#N)C(=N)C1(C#N)C#N (configuration not stated) | 4
CCOC(=O)c1nc2nc(-c3cccs3)cc(C(F)(F)F)n2n1 | -1
CCc1cccc(CC)c1NC(=O)CN1C(=O)C(=O)c2ccccc21 | 1
Cc1cc(OC(C)C(=O)Nc2sc3c(c2C(N)=O)CCCC3)ccc1Cl (configuration not stated) | 0
CN(C(=O)CCS(=O)(=O)c1cc2c(cc1Cl)NC(=O)CO2)C1CCCCC1 | -4
Cc1cccc(C(=O)NCc2nnc(SCC(=O)Nc3ccc(Cl)cc3Cl)n2C)c1 | 0
CCc1cccc(CC)c1NC(=O)c1ccccc1NC(=O)CCC(=O)O | -4
COC(=O)c1cc(OC)c(OC)cc1NC(=O)c1ccc2c(c1)CCN2S(C)(=O)=O | 2
COc1ccccc1CN1CCCC(CN(CCN(C)C)C(=O)c2ccco2)C1 (configuration not stated) | -5
COc1ccc(C(=O)N(Cc2cc(OC)c(OC)c(OC)c2)c2ccccn2)cc1 | 1
COC(=O)c1cc2oc3ccccc3c2n1Cc1cc(C)ccc1C | 7
CCCC(Oc1ccc(Cl)cc1)C(=O)N/N=C/c1cc(Br)ccc1O (configuration not stated) | 4
Cn1cnnc1SCC(=O)Nc1ccc2c(c1)CCC2 | 8
COc1ccc(NC(=O)CN2C(=O)CCc3cc(S(=O)(=O)N4CCOCC4)ccc32)c(OC)c1 | -2
CCC(CC)C(=O)Nc1ccccc1C(=O)OC | 3
CCOC(=O)CNC(=O)c1cccs1 | 0
COC(=O)c1ccc(C(=O)OC)c(NC(=O)c2ccoc2C)c1 | -7
CCCNC(=O)c1cc(S(=O)(=O)N2CCCC2)ccc1Cl | 6
CCOC(=O)C1=C(C)N(Cc2ccccc2)C(=O)C1CC(=O)O (configuration not stated) | -4

Next section.
SMILES | ROC1-CUL1 inh
O=C1/C(=C/c2cccc(Br)c2)CCc2ccccc21 | 2
CC(NS(=O)(=O)c1ccc(CCC(=O)NC2CCCCC2)cc1)c1ccccc1 (configuration not stated) | -4
COc1ccc(OC)c(NC(=O)C2CC2)c1 | -6
CC1CCCCN1C(=O)c1coc(COc2ccc(F)cc2Cl)n1 (configuration not stated) | 1
O=C1c2occc2CCc2ccsc21 | -6
COc1ccc(C(=O)Oc2cc(/C=N/NC(=O)c3ccc(Cl)c(Cl)c3)ccc2OC)cc1 | 4
CCOC(=O)C1(CCOC)CCCN(Cc2c(C)cc(C)cc2-n2cccn2)C1 (configuration not stated) | 0
Cc1ccc2nc(-c3ccc(N4C(=O)CC(NC5CCCCC5C)C4=O)cc3)sc2c1 (configuration not stated) | -8
Nn1c(CSCCc2ccccc2)nnc1CSCCc1ccccc1 | 4
O=C(c1ccc(Oc2ccccc2)cc1)c1coc2ccc(O)cc12 | -1
CCOc1ccccc1CNC(=O)C1CCN(S(=O)(=O)c2ccc3c(ccn3C)c2)CC1 | 5
COc1ccc(Cl)cc1NC(=O)CCC1CCCN(C(=O)CCCN2CCCC2=O)C1 (configuration not stated) | 7
CCN1CCN(CC(=O)N(CC)CC2CCCN(CCc3cccc(F)c3)C2)CC1 (configuration not stated) | 3
CCOC(=O)c1sc(SC)c(C(C)=O)c1C | 6
C=CCO[C@H]1[C@H](NC(=O)COC)c2ccccc2C12CCN(C(=O)Cc1ccccc1F)CC2 | -10
COc1cccc(C2=Nc3nnnn3C(c3cc(Br)ccc3F)C2)c1 (configuration not stated) | 11
CCN(CC)CCN(CC)C(=O)CCc1nnc(-c2cc(C)on2)o1 | 6
Brc1ccc(/C(=N/Nc2nnc3c(n2)[nH]c2ccccc23)c2ccccc2)cc1 | -2
CC(C)C(=O)NC(=S)Nc1ccc(Cl)c(Cl)c1 | 6
COCC(=O)Nc1ccccc1C(=O)O | 0
CCOC(=O)C(O)(CC(=O)Nc1ccc(Cl)cc1Cl)C(F)(F)F (configuration not stated) | -7
COc1ccc(NC(=O)CSc2nnc(-c3cccs3)o2)cc1 | 7
O=C(OC(c1cccc(Cl)c1)c1nccc2ccccc12)c1ccccc1 (configuration not stated) | -7
CCOc1cc(CNc2ccc(S(N)(=O)=O)cc2)cc(Cl)c1OCC(N)=O | -1
